aGlu spleen mod: lysosomal alpha-glucosidase (human) modulation; Potency, µM (highest dose often 79.9 µM), without a hit: at the top dose activity change, negative = inhibition, most hits filed as inhibitors; P10253; human spleen homogenate, 4-MU-alpha-glucoside fluorescence; 240,000 tested, 0.006% active;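 further: 0% = enzyme with vehicle and -100% = no enzyme basal signal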
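Compounds were titrated against alpha-glucosidase in spleen homogenate at pH 5.0, with 1 mM 4-methylumbelliferyl substrate for 40 min at 37 C. Reactions were quenched with pH 10 NaOH/glycine and fluorescence measured.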
SMN2 splice enh: SMN2 splice variant enhancement; HEK293 SMN2-luciferase splicing reporter, luminescence, 30-36 h; Potency, µM (titrated, usually from 46.1 µM), for inactives: top-dose activity change, positive = activation, hits mostly activators; 210,000 tested, 2.8% active; further: % of control where 0% means no effect; nearly all actives have a fitted effect of over 55% in size
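qHTS luciferase splicing reporter: luminescence rises when SMN2 exon 7 is included in transfected HEK293 cells. Compound exposure lasted 30-36 h at 37C, with 4.5 mM final sodium butyrate as control, followed by a ONE-Glo read.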
aGal spleen mod: alpha-galactosidase A (human) modulation | P06280 | human spleen homogenate, 4MU-alpha-Gal fluorescence, 40 min | Potency, µM (series often up to 80 µM), without a hit: at the highest dose activity change, negative = inhibition, hits mostly inhibitors | 240,000 tested, 0.008% active | AID 2107;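 further: 0% = enzyme with vehicle and -100% = no enzyme basal signal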
Target sequence (P06280 32-429 limits assumed): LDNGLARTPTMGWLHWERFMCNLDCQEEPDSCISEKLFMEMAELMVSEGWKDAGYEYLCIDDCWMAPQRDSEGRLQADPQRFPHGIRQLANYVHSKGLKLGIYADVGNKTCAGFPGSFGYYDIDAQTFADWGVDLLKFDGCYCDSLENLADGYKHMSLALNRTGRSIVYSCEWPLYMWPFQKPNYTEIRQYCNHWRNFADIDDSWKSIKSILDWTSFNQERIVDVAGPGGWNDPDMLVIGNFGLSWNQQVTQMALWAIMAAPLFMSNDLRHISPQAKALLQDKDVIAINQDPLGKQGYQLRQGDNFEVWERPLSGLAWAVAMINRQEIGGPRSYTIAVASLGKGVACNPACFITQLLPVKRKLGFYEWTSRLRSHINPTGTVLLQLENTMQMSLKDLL
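Human spleen homogenate (1 ug) was the enzyme source, with 4-methylumbelliferyl-alpha-D-galactopyranoside (1 mM final) in pH 5.0 citrate buffer with 0.01% Tween-20. Compounds were titrated; after 40 min at 37C, NaOH/glycine stop, 4-MU fluorescence read; AC50 from Hill fits.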
GoLoco inh red: inhibitors of human Gai1-RGS12 GoLoco interaction (red fluorophore); 230,000 tested, 0.44% active; P63096; Gai1:RGS12 GoLoco peptide FP, rhodamine, 10 min; Potency, µM (top dose mostly 61.6 µM), without a hit: at the top dose activity, negative = inhibition, usual class: inhibitors; active means well fitted inhibition curve with a large enough effect, not every such curve was filed as active; inactive means no such curve, though single readings can be large or run the other way; further: on the % scale 0 is the no-effect control and ±100 the full control effect; nearly all actives have a fitted effect of over 30% in size; many of its hits are not listed in these tables
GAA inhib: inhibitors of human lysosomal alpha-glucosidase; P10253; 200,000 tested, 0.005% active; purified human GAA, 4-MU-alpha-glucoside fluorescence; AID 1466; Potency, µM (series often up to 76.9 µM), without a hit: at the top dose activity change, negative = inhibition, hits mostly inhibitors;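 further: plate controls were uninhibited enzyme wells for no effect and no-enzyme background for full effect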
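Fluorescence at Ex 365/Em 440 nm from 4-methylumbelliferone reported enzyme activity after 20 min at room temperature. Reactions used 4 nM enzyme and 400 uM substrate at pH 5.0; curves fitted with the Hill equation.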
KDM4E inh: inhibitors of human JMJD2E histone demethylase. JMJD2E catalytic domain, FDH-coupled NADH fluorescence (FDH is formaldehyde dehydrogenase). Potency, µM (titrated, usually from 57.1 µM), without a hit: at the highest dose activity change, negative = inhibition, hits mostly inhibitors. 230,000 tested, 1.6% active; active means well fitted inhibition curve with a large enough effect, not every such curve was filed as active; inconclusive means small, poorly fitted or top-dose-only effect, or another doubt; inactive means no such curve, though single readings can be large or run the other way;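 further: 0% = wells with enzyme and -100% = buffer wells without enzyme; nearly all actives have a fitted effect of over 50% in size; many of its hits are not listed in these tables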
ALDH1A1 inh: inhibitors of human aldehyde dehydrogenase 1A1; Purified ALDH1A1, NADH fluorescence, propionaldehyde substrate; Potency, µM (series often up to 75.3 µM), inactives show at the highest dose activity, negative = inhibition, most hits filed as inhibitors; 220,000 tested, 7.3% active; AID 1030; active means well fitted inhibition curve with a large enough effect, not every such curve was filed as active; inconclusive means small, poorly fitted or top-dose-only effect, or another doubt; inactive means no such curve, though single readings can be large or run the other way;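 further: plate controls were no enzyme wells and a reference inhibitor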
Target sequence (P00352 whole entry, looked up): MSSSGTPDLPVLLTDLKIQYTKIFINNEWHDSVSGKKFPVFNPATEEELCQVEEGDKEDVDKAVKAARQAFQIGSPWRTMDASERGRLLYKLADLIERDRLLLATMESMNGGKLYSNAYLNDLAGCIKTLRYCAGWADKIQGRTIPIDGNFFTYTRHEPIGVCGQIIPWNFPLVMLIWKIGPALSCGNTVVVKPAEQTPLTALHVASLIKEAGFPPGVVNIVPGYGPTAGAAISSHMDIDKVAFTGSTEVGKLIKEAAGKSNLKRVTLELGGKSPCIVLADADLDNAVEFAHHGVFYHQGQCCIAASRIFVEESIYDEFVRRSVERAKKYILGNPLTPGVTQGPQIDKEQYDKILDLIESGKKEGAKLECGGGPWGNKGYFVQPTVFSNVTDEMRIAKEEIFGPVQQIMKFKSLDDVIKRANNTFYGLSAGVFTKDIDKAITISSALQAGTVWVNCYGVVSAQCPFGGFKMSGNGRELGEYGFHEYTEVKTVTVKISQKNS
GAA glycogen mod: GAA glycogen-cleavage inhibition or activation | AID 2100 | 300,000 tested, 0.38% active | recombinant GAA, glycogen substrate, Amplex Red glucose oxidase fluorescence | Potency, µM (top dose mostly 76.4 µM), for the others: at the top dose activity change, negative = inhibition, actives largely listed as inhibitors | P10253;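 further: 0% = full enzyme reaction and -100% = no-enzyme basal signal; the screen sought inhibitors and activators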
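Recombinant human enzyme (4 nM); glycogen substrate; 37 C, 40 min, pH 5.0. Readout: coupled glucose oxidase/Amplex Red fluorescence.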
* hit, by the source's call; ? = inconclusive; nt = no result given; & = joins results of further samples; [ ] = remark or other dose. Unless noted, the call rests on the fitted dose curve; in most records, active means well fitted curve in the direction sought with a large enough effect; inconclusive means small, poorly fitted or top-dose-only effect, or another doubt; inactive means no such curve, though single readings can be large; an effect the other way counts as inactive or inconclusive. Potency means the concentration at half of the fitted maximal effect. Some of the compounds tested, so the mix of outcomes need not match the whole.

| aGlu spleen mod | SMN2 splice enh | aGal spleen mod | GoLoco inh red | GAA inhib | KDM4E inh | ALDH1A1 inh | GAA glycogen mod | SMILES |
| --- | --- | --- | --- | --- | --- | --- | --- | --- |
| 1% | 5% | -8% | 8% | 0% | 4% | ? | 12% | CC(=O)NC1C(=O)N=C(SCC(=O)NC2CCCCC2)NC1=O (stereo not given) |
| -2% | -27% | 8% | 6% | -9% | 2% | 8% | -12% | CCOc1ccc2nc(NC(=O)c3cnc(C)cn3)sc2c1 |
| -6% | -33% | -4% | 6% | -4% | 7% | ? | 11% | CCOC(=O)c1cn[nH]c1N |
| 9% | -1% | 4% | -6% | -1% | -18% | 6% | 4% | Cc1cccc(C)c1NC(=S)N(CCCN1CCCCC1)Cc1ccco1 |
| 2% | -7% | 7% | -2% | ? | ? | ? | -4% | CCOC(=O)CNC(=O)c1ccc2[nH]c3ccccc3c2c1 |
| 5% | 0% | 11% | 9% | 6% | ? | ? | 1% | COc1cc(/C=C(\C#N)c2ccccn2)ccc1OCC(=O)Nc1ccc(Br)cc1 |
| 1% | nt | -11% | 17% | nt | ? | nt | 5% | O=C(O)c1nccnc1C(=O)Nc1ccccc1-c1ccccc1 |
| 8% | -13% | 7% | 2% | 1% | ? | -4% | 5% | COC(=O)C(C)Sc1ccc2nnc(-c3ccccc3)n2n1 (stereo not given) |
| 0% | 19% | 5% | -4% | -6% | -26% | 20µM* | ? | COc1ccc(OC)c(NC(=O)CSCC(=O)O)c1 |
| -1% | -16% | 10% | -4% | -10% | 2% | -8% | 3% | COc1ccc(C(=O)NNC(=O)c2ccc(S(=O)(=O)N3CC(C)OC(C)C3)cc2)cc1 (stereo not given) |
| -2% | -6% | -16% | -12% | -5% | -1% | 7.9µM* | -5% | O=C1c2ccccc2C(=O)N1CCCCN(C(=O)c1ccco1)c1ccc(Cl)cc1 |
| 5%[17.4 µM] | -4%[9.22 µM] | 5%[17.5 µM] | 16%[14.2 µM] | nt | 5µM* | -5%[13.5 µM] | -9% | COC(=O)CCC(=O)OC1(C)C(=O)C2=CN(C(CO)CO)C(c3ccc(OC)cc3)=CC2=C(Br)C1=O (stereo not given) |
| -11% | -11% | -5% | -8% | -4%[15.4 µM] | -2% | -7% | ? | O=C(NC1CCCCC1)C(c1ccccc1)N1CCc2ccccc21 (stereo not given) |
| -2% | 4% | 6% | 5% | -4% | 6% | -3% | -3% | CN(CC(O)COc1ccc(OCC(O)CN(C)C2CCCCC2)cc1)C1CCCCC1 (stereo not given) |
| 5% | 1% | 6% | 11% | 5% | ? | ? | -8% | CCCc1cc2c(-c3ccccc3)cc(=O)oc2cc1OCc1ccc(C(=O)O)o1 |

Look-ups from the list:
Value for `COc1cc(/C=C(\C#N)c2ccccn2)ccc1OCC(=O)Nc1ccc(Br)cc1` under aGal spleen mod: 11%
Value for `O=C1c2ccccc2C(=O)N1CCCCN(C(=O)c1ccco1)c1ccc(Cl)cc1` under SMN2 splice enh: -6%
Value for `CC(=O)NC1C(=O)N=C(SCC(=O)NC2CCCCC2)NC1=O` (stereo not given) under KDM4E inh: 4%
Value for `COc1ccc(C(=O)NNC(=O)c2ccc(S(=O)(=O)N3CC(C)OC(C)C3)cc2)cc1` (stereo not given) under aGal spleen mod: 10%

Following part
| aGlu spleen mod | SMN2 splice enh | aGal spleen mod | GoLoco inh red | GAA inhib | KDM4E inh | ALDH1A1 inh | GAA glycogen mod | SMILES |
| --- | --- | --- | --- | --- | --- | --- | --- | --- |
| 3% | -27% | 3% | -7% | -9% | -19% | ? | -7% | CCc1cccc(C)c1NC(=S)NCc1ccc2c(c1)cc(C)n2C |
| 0% | nt | 2% | 25% | nt | 3% | nt | -4% | COc1cc([N+](=O)[O-])ccc1-c1ccc(/C=N/NC(=O)c2ccccc2O)o1 |
| nt | 3% | -4% | 8% | 0% | -5% | 2% | 3% | CCCCn1nc(C(=O)Nc2ccc(S(=O)(=O)Nc3ncccn3)cc2)c2ccccc2c1=O |
| -15% | nt | 8% | 3% | 0% | 4% | 20µM* | 2% | O=S(=O)(Nc1nc2ccccc2s1)c1cnc(Cl)c(Br)c1 |
| -1% | 16µM* | -8% | 13% | -9% | ? | -1% | -1% | Cc1c(/C=C/C(=O)c2ccccc2O)cnn1C |
| -1% | -1% | -4% | 6% | -8%[15.4 µM] | -9% | -2% | 1% | O=C(NCc1ccccc1Cl)NC(=O)c1ccccc1 |
| 0% | nt | 28% | 0% | nt | ? | nt | -4% | CN(C)CCCn1c(N)c(S(=O)(=O)c2ccccc2)c2nc3ccccc3nc21 |
| -2% | -4% | -3% | 4% | -1% | 7% | 0.79µM* | 1% | CCC(Sc1nc2cc(OC)c(OC)cc2c(=O)n1Cc1ccco1)C(=O)NCCOC (stereo not given) |
| 5% | -6% | 5% | 1% | -2% | -1% | 5% | 4% | CCOC(=O)C1CCCN(Cc2ccc(OC)cc2OC)C1 (stereo not given) |
| 1% | 23% | -3% | -6% | 1% | 6% | -11% | 4% | Cc1cccc(N2C(=O)SC(N(C)c3ccccc3)C2=O)c1 (stereo not given) |
| 1% | 11µM* | 1% | 9% | -4% | ? | ? | 2% | O=C(Nc1ccccc1)Nc1ccc2snnc2c1 |
| -5% | 3% | -5% | 37%[activator] | ? | -18% | ? | 11% | CCc1c(C)sc(NC(=O)c2cccs2)c1C(N)=O |
| nt | -7% | -2% | -1% | -1% | 17% | ? | 2% | c1ccc(CN2CCN(Cc3nnc(-c4ccccc4)o3)CC2)cc1 |
| -2% | -36%[inhibitor] | 2% | 178%[activator] | -1% | -3% | 10% | 2% | CCN(CC)c1ccc(/C=c2/sc3nnc(-c4ccccc4C)n3c2=O)cc1 |
| 1% | nt | 10% | nt | 6% | ? | ? | 2% | CCN1CCc2c(C#N)c(N3CCCCC3)nc(N3CCOCC3)c2C1 |

Further records
| aGlu spleen mod | SMN2 splice enh | aGal spleen mod | GoLoco inh red | GAA inhib | KDM4E inh | ALDH1A1 inh | GAA glycogen mod | SMILES |
| --- | --- | --- | --- | --- | --- | --- | --- | --- |
| 6% | 5% | 5% | -8% | -2% | -1% | 20µM* | 10% | C=CCc1cccc(OC)c1OCCOCCn1ccnc1 |
| 3% | 10% | 2% | -2% | 12% | 0% | 0% | 3% | COc1ccc(NC(=O)Nc2ccccc2C(N)=O)cc1 |
| 5% | -4% | 6% | 1% | -13% | -8% | -9% | 17% | CCCCC(=O)N(c1ccc(C(=O)O)cc1)c1nc(-c2ccc(Cl)cc2)c(CC)s1 |
| -9% | -61%[inhibitor] | -4% | 27% | -3% | ? | 1% | -3% | COc1ccc(CN2C(=O)c3ccccc3C(/C=N/OCc3ccc(Cl)cc3)C2=O)cc1 (stereo not given) |
| -9% | nt | -2% | -2% | -1% | -3% | 8% | 3% | O=C1Nc2ccccc2N(O)N1c1cc(-c2cccc(Cl)c2)no1 |
| -10% | -3% | -2% | 1% | ? | 9% | ? | 9% | CCOC(=O)N1CCN(C(=O)CN(C)S(=O)(=O)c2ccc3c(c2)C(C)(C)C(=O)N3C)CC1 |
| 5% | -36%[inhibitor] | 7% | 9% | 11% | -4% | -2% | -28% | Cc1cccc(NC(=O)c2cc([N+](=O)[O-])ccc2Cl)c1O |
| -3% | -6% | 3% | -13% | 0% | 1% | 3% | 7% | COC(=O)C(C)n1nc(C)n(-c2ccc(C)cc2)c1=O (stereo not given) |
| -2% | 24% | -1% | -1% | -14% | ? | ? | 3% | Nc1nnc(-c2ccncc2)s1 |
| -1% | -5% | 6% | 7% | 0% | -9% | 10% | -4% | CCOc1ccc(NC(=O)C(CC(=O)O)Cc2ccccc2)cc1 (stereo not given) |
| -3% | -2% | 3% | 3% | 4% | 7% | -5% | 10% | O=C(CCN1C(=O)COc2ccccc21)NCCN1CCN(c2ccccc2F)CC1 |
| -16% | -2% | ? | -1% | -7% | 0% | 12% | -1% | Cc1ccc(C(=O)NC2CC(C)(C)NC(C)(C)C2)cc1C |
| -2% | 10% | -2% | -4% | -6% | 3% | ? | -8% | c1ccc(-c2cc3c(ccc4nonc43)nn2)cc1 |
| 9%&3% | 1%&3% | 10%&2% | 3%&-1% | 3% | 4%&1% | 9%&7% | 5% | CN(C)/C=N/c1cc(=O)[nH]c(=O)n1C |
| 3% | -47%[inhibitor] | 5% | 2% | -2% | 13% | 6% | -4% | Cc1ccc(OCc2nnc(SCC(=O)Nc3nccs3)n2-c2ccccc2)cc1C |

(cont.)
| aGlu spleen mod | SMN2 splice enh | aGal spleen mod | GoLoco inh red | GAA inhib | KDM4E inh | ALDH1A1 inh | GAA glycogen mod | SMILES |
| --- | --- | --- | --- | --- | --- | --- | --- | --- |
| 0% | nt | 3% | -1% | nt | ? | nt | 10% | Cc1ccc2c(c1)C(=O)CC1(CCCC1)O2 |
| -7% | -9% | -1% | 13% | 0% | 2% | 0% | 5% | CCOC(=O)N1CCN(C(=O)CSc2nnc(-c3ccc(Cl)s3)o2)CC1 |
| 3% | nt | 12% | 2% | nt | 2% | nt | 7% | CSc1nc(N)nc(C(C)C)n1 |
| 4% | -7% | 7% | 12% | -19% | 1% | 11µM* | 1% | COc1ccc(C(=O)N/N=c2\oc3ccccc3cc2C(=O)NCc2ccccc2)cc1 |
| 4% | -2% | 11% | -2% | 3% | 0% | 8% | 0% | CCC(C)NC(=O)C(=O)NCC1CCCN1CC (stereo not given) |
| -1% | 4% | -5% | 5% | -8% | 6% | 16µM* | -14% | CCN(CC)S(=O)(=O)c1ccc(Cl)c(NC(=O)COC(=O)c2ccc(O)cc2)c1 |
| 5% | ? | 12% | -6% | -3% | 4% | 11% | 1% | Cc1[nH]nc2c1/C(=N\O)CC(C)(C)C2 |

Record cards (already shown). Values in the order: aGlu spleen mod, SMN2 splice enh, aGal spleen mod, GoLoco inh red, GAA inhib, KDM4E inh, ALDH1A1 inh, GAA glycogen mod
Listed for CC(=O)NC1C(=O)N=C(SCC(=O)NC2CCCCC2)NC1=O (stereo not given) = 1%, 5%, -8%, 8%, 0%, 4%, ?, 12%
Listed for O=S(=O)(Nc1nc2ccccc2s1)c1cnc(Cl)c(Br)c1 = -15%, nt, 8%, 3%, 0%, 4%, 20µM*, 2%
Listed for O=C(NC1CCCCC1)C(c1ccccc1)N1CCc2ccccc21 (stereo not given) = -11%, -11%, -5%, -8%, -4%[15.4 µM], -2%, -7%, ?
Listed for COC(=O)C(C)Sc1ccc2nnc(-c3ccccc3)n2n1 (stereo not given) = 8%, -13%, 7%, 2%, 1%, ?, -4%, 5%
